# HDAC3 inhib: blocks human histone deacetylase 3. actives 0.15% (n = 320,000). O15379. inhibition, % at 8.3 µM. recombinant HDAC3, fluorogenic peptide/trypsin coupled, fluorescence; in the data active = inhibition above about 26%, passing the limit was not always enough; inconclusive = no clear call, values can overlap the other calls
# Target sequence (O15379 whole entry, looked up): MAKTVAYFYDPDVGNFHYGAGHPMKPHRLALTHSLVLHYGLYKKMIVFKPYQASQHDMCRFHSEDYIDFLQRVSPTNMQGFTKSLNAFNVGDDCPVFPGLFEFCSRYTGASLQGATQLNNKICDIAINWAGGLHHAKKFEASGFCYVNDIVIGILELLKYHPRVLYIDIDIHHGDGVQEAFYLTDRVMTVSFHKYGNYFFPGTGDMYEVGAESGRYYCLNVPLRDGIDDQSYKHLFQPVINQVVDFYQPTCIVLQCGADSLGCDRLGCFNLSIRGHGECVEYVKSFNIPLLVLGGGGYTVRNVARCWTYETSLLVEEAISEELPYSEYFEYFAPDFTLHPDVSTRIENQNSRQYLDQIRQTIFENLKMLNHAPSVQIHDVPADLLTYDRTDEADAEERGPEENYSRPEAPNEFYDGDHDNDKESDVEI
# DYRK1A inh: Dyrk1A (rat) kinase inhibition | ADP-Glo luminescence, NFATc1 peptide | actives 0.43% (n = 310,000) | inhibition, % at 12.5 µM; in the data active = inhibition above about 50%;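 note: plate controls were vehicle with enzyme for no effect and no enzyme for full effect; many of its hits are not listed in these tables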
# PolyA inhibitor: blocks polyadenylation in yeast reporter cells; AID 1875; actives 0.02% (n = 300,000); S. cerevisiae SKY197-pL101 polyadenylation reporter, beta-gal luminescence; efflux-impaired pdr1/pdr3 knockout yeast; score 100 = 6 SD above DMSO; calls only at 12 µM;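 active = lowest replicate activity score at least 50, where 100 means six control SD above control mean; inconclusive = lowest score under 50 but half or more replicates reach 50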;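 note: yeast exposed to compound for 9 h at 30 °C; higher score means more reporter readthrough which indicates perturbed polyadenylation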
# KCNQ1 inh: blocks the human KCNQ1 potassium channel; P51787; actives 1.3% (n = 310,000); CHO-K1 KCNQ1, FluxOR thallium flux fluorescence; active compounds read high; B-score at 10 µM;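 active = compounds whose thallium flux B-score, printed positive for inhibition, exceeds three library SD while starting fluorescence stays within three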;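 note: channel opened by potassium depolarization with thallium stimulus after 20 min compound exposure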
# RGS4 pot: RGS4 potentiation or activation; HEK293 M3R/inducible RGS4, carbachol calcium flux Fluo4; active compounds read low; B-score at 10 µM; actives 0.92% (n = 310,000);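 active = B-score of the integrated calcium signal more than 4 SD below the library mean, with starting fluorescence not abnormally high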;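 note: negative B-score means reduced calcium response which marks RGS4 activation or potentiation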
#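 Assay system: Inducible-RGS4 HEK293 cells carrying M3 receptor | Schedule: Compound preincubation 20 min at room temperature before agonist | Signal: Kinetic calcium fluorescence imaging with Fluo4-AM dye, 2 µM | Read-out basis: B score from integrated fluorescence ratio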
# KCNK3 inh: human KCNK3 channel inhibition, primary screen; B-score at 10 µM; actives 0.84% (n = 340,000); O14649; CHO-KCNK3 thallium flux, FluxOR fluorescence; active compounds read low;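 active = B-score under library mean minus 4 SD, starting fluorescence ratio at most library mean plus 5 SD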;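 note: more negative B-score means stronger inhibition of thallium flux through KCNK3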
# KCNK9 block: blocks the human KCNK9 two-pore domain potassium channel; Q9NPC2; actives 1.2% (n = 310,000); HEK293 KCNK9, FluxOR thallium flux fluorescence; active compounds read low; B-score at 10 µM; AID 488922;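 active = ratio B-score over 3 SD below the library mean, with starting fluorescence within 5 SD of its mean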;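 note: negative B-score means less thallium flux so channel inhibition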
# hERG rescue: shields human hERG channel from block by proarrhythmic agents; actives 0.51% (n = 310,000); CHO-hERG, FluxOR thallium flux, dofetilide IC70 present; activation (rescue from dofetilide block), less the hit threshold, % at 10 µM;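 active = activation above the mean of controls blocked by dofetilide plus 5 SD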;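 note: thallium influx through hERG after potassium depolarization seen as dye fluorescence rise; in these data hits start at about 4.7%; inactives centre near -7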
# KCNQ1 act: human KCNQ1 channel potentiation or activation | AID 2648 | actives 0.35% (n = 310,000) | B-score at 10 µM | CHO-K1 KCNQ1, thallium flux FluxOR fluorescence; active compounds read high;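 active = fluorescence ratio B-score, a plate-corrected score, at least three library SD, with initial intensity B-score within 5 SD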
#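 Assay system: stable KCNQ1 CHO-K1 line; medium: assay buffer, equal DMSO in all wells; timing: 90 min dye loading and 20 min compound exposure, both at room temperature; technique: kinetic FluxOR thallium fluorescence, 10-s 1-Hz baseline, 110-s post-stimulus read; read-out basis: B score of baseline-normalized fluorescence ratio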
# GSK3B inh: blocks human GSK3beta kinase activity; P49841; GST-GSK3beta kinase, ADP-Glo luminescence, 60 min; active compounds read low; activity score (negative = inhibition), % at 10 µM; actives 0.038% (n = 300,000); AID 2097;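 active = more than half of replicate wells score below -50%, meaning over 50% inhibition versus plate controls; inconclusive = some replicates but at most half score below -50%; inactive = no replicate scores below -50%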;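 note: 0% = median DMSO wells and -100% = median GW8510 positive control wells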
# Target sequence (P49841 whole entry, looked up): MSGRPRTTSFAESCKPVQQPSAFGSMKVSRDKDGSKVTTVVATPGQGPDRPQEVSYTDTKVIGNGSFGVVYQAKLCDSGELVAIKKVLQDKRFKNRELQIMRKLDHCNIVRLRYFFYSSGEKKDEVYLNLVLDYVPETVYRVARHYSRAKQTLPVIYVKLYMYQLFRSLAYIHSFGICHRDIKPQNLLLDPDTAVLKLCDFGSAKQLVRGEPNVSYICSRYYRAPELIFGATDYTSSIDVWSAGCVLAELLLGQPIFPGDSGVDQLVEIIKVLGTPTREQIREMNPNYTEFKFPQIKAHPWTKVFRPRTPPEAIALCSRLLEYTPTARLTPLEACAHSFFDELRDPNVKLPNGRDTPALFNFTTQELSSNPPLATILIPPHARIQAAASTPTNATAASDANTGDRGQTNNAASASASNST
#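 Assay system: GST-fused GSK3beta enzyme, cell-free / Medium: Tris pH 7.5 buffer with MgCl2, DTT, BSA, heparin / Also added: peptide substrate plus 25 µM ATP (final) / Compound: 10 µM single point / Timing: kinase reaction with compound 60 min at room temperature / Detection: ADP-Glo luminescence / Benchmarks: DMSO neutral wells and GW8510 at 20 µM as positive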
# GSK3 alpha inh: human GSK-3 alpha kinase inhibition; ADP-Glo luminescence, 60 min; inhibition, % at 10 µM; actives 0.1% (n = 320,000); AID 2650;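 in the data active = inhibition above about 50%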;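 note: GST-tagged GSK-3 alpha with peptide substrate and 25 µM ATP; 0% = DMSO neutral wells and 100% = GW8510 positive control wells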
# Starred values were filed as active, the others as inactive; i = inactive; ? = inconclusive; · = no result given. Only part of the results is shown; the hit share may differ from the screen's.
SMILES,HDAC3 inhib,DYRK1A inh,PolyA inhibitor,KCNQ1 inh,RGS4 pot,KCNK3 inh,KCNK9 block,hERG rescue,KCNQ1 act,GSK3B inh,GSK3 alpha inh
Cn1cnnc1Sc1ccc(/C=C/C(=O)c2ccc(O)cc2)cc1[N+](=O)[O-],2,-3,i,i,i,i,i,-2,i,2,-1
O=C(NCCc1ccccc1)C1CCC(=O)N(CCCN2CCCC2=O)C1 (centres undefined),-1,-3,i,i,i,i,i,-9,i,-1,0
CCOC(=O)N1CCC(NC(=O)C2CCCN(S(C)(=O)=O)C2)CC1 (centres undefined),-1,·,i,i,i,i,i,-1,i,-1,-1
COc1ccccc1C1C=C(c2ccccc2)Nc2nnnn21 (centres undefined),3,-3,i,i,i,i,i,-10,i,0,0
O=C(Cc1ccccc1)NNC(=O)c1ccc(Br)o1,·,-1,i,i,i,i,i,-6,i,1,·
CC(=O)N1N=C(c2ccncc2)CC1c1ccccc1O (centres undefined),4,0,i,i,i,i,i,-6,i,0,0
Cc1ccc(C2CC(=O)Oc3cc(O)ccc32)cc1 (centres undefined),-1,3,i,i,i,i,i,-8,i,2,·
O=C(CSC1=Nc2ccccc2C2=NC(CC(=O)NCc3ccco3)C(=O)N12)NCc1ccco1 (centres undefined),1,2,i,i,i,i,i,-9,i,-1,0
O=C(O)c1ccc(/C=N/NC(=O)C2CC2(c2ccccc2)c2ccccc2)cc1 (centres undefined),-5,·,i,i,i,·,i,-11,i,0,-3
O=C(Cc1ccc([N+](=O)[O-])cc1)Nc1ccc(O)cc1C(=O)O,6,-4,i,i,i,i,i,-5,i,0,-3
CCN(CC)C(=O)/C(=C/c1ccc(F)cc1)NC(C)=O,·,3,i,i,i,i,i,-2,i,-2,-2
Cc1ccc([N+](=O)[O-])cc1NC1OC(CO)C(O)C1O (centres undefined),2,3,i,i,i,i,i,-10,i,-2,-6
COc1cc(C(=O)Nc2ccc3c(c2)ncn3C)cc(OC)c1OC,-4,·,i,i,i,i,i,-1,i,-7,0
CC(C)c1ccc(NC2CCCN(C(=O)c3ccnc(Cl)c3)C2)cc1 (centres undefined),-2,1,i,i,i,i,i,-6,i,3,0
Cc1ccnc(NC(=O)CCC(=O)N(CC(=O)NC2CCCCC2)c2ccc3c(c2)OCO3)c1,2,3,i,i,i,i,i,-2,i,0,-4
CC1=CN2C(=N)/C(=C/c3ccc(Sc4ccc(Cl)cc4)o3)C(=O)N=C2S1,-2,-2,i,i,i,i,i,1,i,-1,-4
O=C(NNC(=O)c1cccc2ccccc12)c1ccccc1O,-8,3,i,i,i,i,i,-15,i,2,-3
CCCCn1c(SCC(=O)Nc2oc(C)c3c(C)n[nH]c(=O)c23)nc2cc(S(N)(=O)=O)ccc21,-6,·,i,i,i,i,i,-19,i,-2,1
CC(=O)c1ccc(S(=O)(=O)N2CCN(C(=O)CN3C(=O)NC4(CCCC4)C3=O)CC2)cc1,-7,3,i,i,i,i,i,-8,i,0,0
COc1ccc(C(=O)O)cc1S(=O)(=O)N(C)CCc1cccnc1,2,1,i,i,i,i,i,-3,i,7,-3
Cc1ccc(N2CCN(C3=NC(=O)C(Cc4ccccc4)S3)CC2)cc1 (centres undefined),-5,-10,i,i,i,i,i,-9,i,2,-1
COc1ccc([N+](=O)[O-])cc1NC(=O)CSc1nc(C)c(C)c(C)n1,-1,-3,i,i,i,i,i,-2,i,-2,0
O=C(COc1ccc(Br)cc1)N1CCN(c2ccccc2)CC1,4,0,i,i,i,i,i,-4,i,-2,-3
CN=C(Cc1ccccc1)C1=C(O)CC(C)(C)CC1=O,-1,5,i,i,i,i,i,-10,i,0,3
Cc1nn(-c2ccccc2)c(Cl)c1/C=N/NC(=O)CNC(=O)c1ccccc1Cl,3,-1,i,i,i,i,i,-4,i,1,·
Cc1ccccc1Cn1cc(S(=O)(=O)c2ccc(C(C)C)cc2)c(=O)c2cc3c(cc21)OCO3,-4,-2,i,i,i,i,i,-8,i,-1,-2
CC(C)N(C)C(=O)c1ccc(OC2CCN(CCc3ccccc3)CC2)cc1,·,1,i,i,i,i,i,-8,i,-2,4
CCOc1ccc(S(=O)(=O)N2CCN(Cc3ccco3)CC2)cc1,5,-4,i,i,i,i,i,-4,i,4,3
CCn1c(-c2cc3c(C(F)(F)F)nn(C)c3s2)n[nH]c1=S,5,0,i,i,i,i,i,-10,i,1,0
Cc1ccccc1OCC(=O)NCc1ccccc1,-3,0,i,i,i,i,i,-5,i,1,-2
COc1ccc(CNc2nc(-c3ccccc3)nn2C(=O)c2cccs2)cc1,-15,-7,i,i,i,i,i,-8,i,2,2
NS(=O)(=O)c1ccc(NC(=O)CSc2ncn[nH]2)cc1,7,-4,i,i,i,i,i,-1,i,3,-2
Cc1ccc(N2C(=O)N(CC(=O)Nc3c(C)cc(C)cc3Cl)C(=O)C2C)cc1 (centres undefined),4,17,i,i,i,i,i,-5,i,-4,-4
O=C(/C=C/c1ccoc1)c1ccccc1O,4,-12,i,i,i,i,i,-2,i,3,-1
COc1ccc(CSc2n[nH]c(C)n2)cc1Br,0,7,i,i,i,i,i,-7,i,0,0
CCOc1ccc(/C(O)=C2\C(=O)C(=O)N(c3ccc(OC)cc3)C2c2ccccc2[N+](=O)[O-])cc1 (centres undefined),2,·,i,i,i,i,i,-6,i,4,-3
COc1ccc(N2C(=O)CC(N3CCC(O)(c4cccc(C(F)(F)F)c4)CC3)C2=O)cc1 (centres undefined),3,-5,i,i,i,i,i,-4,i,1,1
COC(=O)c1c(NC(=O)C2CC2)sc(C(=O)Nc2ccccc2)c1C,2,4,i,i,i,i,i,-7,i,0,-1
Cc1ccccc1OCCSc1nc2ncnc(N)c2[nH]1,-9,-2,i,i,i,i,i,-11,i,2,-1
CC(=O)c1c(N2CCN(C(=O)c3ccco3)CC2)nc(=S)n(-c2ccccc2)c1C,4,7,i,i,i,i,i,-9,i,0,-1
CC1(c2nnc(-c3ccc(Cl)cc3)o2)CC(c2ccc(Cl)cc2)=NO1 (centres undefined),-3,8,i,i,i,i,i,-2,i,0,0
CNC(=O)COC(=O)[C@@H](Nc1ccc(S(=O)(=O)N2CCOCC2)cc1[N+](=O)[O-])C(C)C,-9,-4,i,i,i,i,i,-7,i,-5,-1
CCc1nc(SCc2ccc(OC)cc2)n[nH]1,0,3,i,i,i,i,i,-5,i,-2,-2
Cc1ccc(C2CC(=O)NC3=C2C(=O)CCC3)cc1Br (centres undefined),-5,1,i,i,i,i,i,-1,i,-3,4
CCSc1nc2c(sc3ccccc32)c(=O)n1C(C)C,?,5,i,i,i,i,-11*,6.1*,13*,1,1
CN1CCN(NC(=O)c2cc(S(=O)(=O)Nc3ccc(Cl)cc3)ccc2Cl)CC1,·,5,i,i,i,i,i,-9,i,7,-2
CN(Cc1cn(C)nc1-c1cccc(Cl)c1)C1CCOCC1,-8,-5,i,i,i,i,i,-11,i,1,2
O=C(COC(=O)c1cc(Br)ccc1O)Nc1cccnc1Cl,-13,-5,i,i,i,i,i,-7,i,-6,2

# Already shown: 11 of the compounds above.
SMILES,HDAC3 inhib,DYRK1A inh,PolyA inhibitor,KCNQ1 inh,RGS4 pot,KCNK3 inh,KCNK9 block,hERG rescue,KCNQ1 act,GSK3B inh,GSK3 alpha inh
COC(=O)c1c(NC(=O)C2CC2)sc(C(=O)Nc2ccccc2)c1C,2,4,i,i,i,i,i,-7,i,0,-1
Cc1ccccc1OCCSc1nc2ncnc(N)c2[nH]1,-9,-2,i,i,i,i,i,-11,i,2,-1
CC(=O)c1c(N2CCN(C(=O)c3ccco3)CC2)nc(=S)n(-c2ccccc2)c1C,4,7,i,i,i,i,i,-9,i,0,-1
CC1(c2nnc(-c3ccc(Cl)cc3)o2)CC(c2ccc(Cl)cc2)=NO1 (centres undefined),-3,8,i,i,i,i,i,-2,i,0,0
CNC(=O)COC(=O)[C@@H](Nc1ccc(S(=O)(=O)N2CCOCC2)cc1[N+](=O)[O-])C(C)C,-9,-4,i,i,i,i,i,-7,i,-5,-1
CCc1nc(SCc2ccc(OC)cc2)n[nH]1,0,3,i,i,i,i,i,-5,i,-2,-2
Cc1ccc(C2CC(=O)NC3=C2C(=O)CCC3)cc1Br (centres undefined),-5,1,i,i,i,i,i,-1,i,-3,4
CCSc1nc2c(sc3ccccc32)c(=O)n1C(C)C,?,5,i,i,i,i,-11*,6.1*,13*,1,1
CN1CCN(NC(=O)c2cc(S(=O)(=O)Nc3ccc(Cl)cc3)ccc2Cl)CC1,·,5,i,i,i,i,i,-9,i,7,-2
CN(Cc1cn(C)nc1-c1cccc(Cl)c1)C1CCOCC1,-8,-5,i,i,i,i,i,-11,i,1,2
O=C(COC(=O)c1cc(Br)ccc1O)Nc1cccnc1Cl,-13,-5,i,i,i,i,i,-7,i,-6,2

# New compounds follow
SMILES,HDAC3 inhib,DYRK1A inh,PolyA inhibitor,KCNQ1 inh,RGS4 pot,KCNK3 inh,KCNK9 block,hERG rescue,KCNQ1 act,GSK3B inh,GSK3 alpha inh
c1cc(CNC2=NCCCCC2)ccn1,-3,3,i,i,i,i,i,-11,i,4,4
O=C(Nc1ccccn1)c1ccc(Cl)s1,14,·,i,i,i,i,i,-7,i,1,-1
Cn1c(-c2ccc3c(c2)OCO3)cnc1NCc1ccccc1Cl,7,1,i,i,i,i,i,-14,i,-2,3
CC1(C)CC(=O)C2=C(C1)N(Cc1ccccc1)C(=O)C2(O)C(F)(F)F (centres undefined),-9,-6,i,i,i,i,i,-3,i,-5,·

# Bioassay records deposited in PubChem BioAssay by several laboratories.
